Bioassay records from PubChem.
PriA SSB inh = inhibitors of Klebsiella pneumoniae PriA binding to SSB C-terminal tail, primary screen, biochemical, AlphaScreen | PriA–SSB C-terminal tail interaction (Klebsiella pneumoniae) | AlphaScreen SSBct-PriA binding, biotinylated peptide | inhibition, % at 33 µM | 430,000 compounds, 0.6% hits; in the data active = inhibition mostly above about 37%, no sharp cut-off; inactive = mostly below about 20%;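 also: plate controls were negative control peptide for no effect and reference peptide for full effect; strong numbers were not always called active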
The depositor's hits bear a star; & = joins results of further samples. A portion of the library, so the mix of outcomes need not match the whole.

What do the screens show for `CCNC(=O)C1CCN(c2cc(SCC(=O)Nc3ccc(F)c(Cl)c3)ncn2)CC1`?
PriA SSB inh: -8

Results for O=C(CCSc1ccccc1)Nc1nc(-c2csc(NC(=O)CCSc3ccccc3)n2)cs1 ?
PriA SSB inh: -2

Results for CCCCc1ccc(NC(=O)CSc2nnc(-c3ccccc3OC)n2N)cc1 ?
PriA SSB inh: 4

What do the screens show for `COc1cccc2sc(Nc3nc(C(C)(C)C)cs3)nc12`?
PriA SSB inh: -4

What do the screens show for `CC(=O)Nc1cccc(NC(=O)CSc2nc(CC(=O)NCc3ccccc3Cl)cs2)c1`?
PriA SSB inh: 3

What do the screens show for `O=C(Nc1ccccc1F)c1ccc(-c2ccccc2C(F)(F)F)o1`?
PriA SSB inh: -73

How did O=C(NCCCNCc1ccccc1)C(=NO)c1ccccc1 do in these assays?
PriA SSB inh: -9

Results for O=C(c1ccc2ncsc2c1)N(CCCN1CCOCC1)c1nc2ccc(F)cc2s1 ?
PriA SSB inh: 19

How did Cc1cc(C)cc(NC(=O)CCc2c(C)nn(-c3nc(C)cc(=O)[nH]3)c2C)c1 do in these assays?
PriA SSB inh: -3

Results for O=C(O)C1Cc2[nH]cnc2C(c2cccs2)N1 (stereo not given) ?
PriA SSB inh: -1

What do the screens show for `CCOC(=O)c1oc2ccccc2c1NC(=O)c1ccc(S(=O)(=O)N2CCCCCC2)cc1`?
PriA SSB inh: 3

How did Cc1nc(S(=O)(=O)N2CCCC(Cc3nc(C4CC4)no3)C2)cn1C (stereo not given) do in these assays?
PriA SSB inh: 6

What do the screens show for `O=C(Nc1ccc2c(c1)CN(C(=O)c1ccco1)CC2)c1ccc(F)cc1Cl`?
PriA SSB inh: -6

Results for Cn1c(NN=Cc2cc3ccccc3nc2Cl)nc2ccccc21 ?
PriA SSB inh: -5

Results for CC(C)C(=O)Nc1ccc(C(=O)NCCNC(=O)COc2ccc(Cl)cc2)cc1 ?
PriA SSB inh: -2&5

How did O=S(=O)(c1cccs1)N1CCOC(c2ccccc2)C1 (stereo not given) do in these assays?
PriA SSB inh: -11

What do the screens show for `O=C(NCc1ccccn1)C(=NO)c1ccccc1`?
PriA SSB inh: -3

How did O=C(Cn1c2ccccc2c(=O)c2ccccc21)NN=Cc1cc([N+](=O)[O-])ccc1N1CCCCC1 do in these assays?
PriA SSB inh: -4

Results for CC(=NNC(=O)c1cccs1)c1ccco1 ?
PriA SSB inh: -8

How did CN(N=Cc1cccnc1)C1=NS(=O)(=O)c2ccccc21 do in these assays?
PriA SSB inh: -16

What do the screens show for `CN1C(=O)C(C)(C)COc2ccc(NC(=O)COc3ccc(Cl)cc3)cc21`?
PriA SSB inh: 23

Results for CC(C)(C)OC(=O)N1CCCC(C(=O)Nc2nc3c(s2)C(=O)NCCC3)C1 (stereo not given) ?
PriA SSB inh: 6

Results for O=C(c1cc(-c2ccc3c(c2)OCO3)on1)N1CCc2ccccc2C1 ?
PriA SSB inh: -9&-5

How did CCN1C(=O)Cc2cc(NC(=O)Nc3ccc(Cl)c(Cl)c3)ccc21 do in these assays?
PriA SSB inh: 6

How did O=c1ccc(-n2cncn2)nn1CCNS(=O)(=O)/C=C/c1ccccc1 do in these assays?
PriA SSB inh: -16

Results for O=C(Nc1nc(-c2ccc(F)cc2)cs1)c1ccc2c(c1)CCCC2 ?
PriA SSB inh: -11

What do the screens show for `N#Cc1nc(-c2ccc(Cl)cc2Cl)oc1N1CCN(C(=O)c2ccccc2F)CC1`?
PriA SSB inh: -9

What do the screens show for `CC=NNC(=O)CNC(=O)CNC(=O)c1ccccc1`?
PriA SSB inh: -6

How did O=C(CSc1nc(CC(=O)NC2CC2)cc(=O)[nH]1)Nc1ccc(F)cc1F do in these assays?
PriA SSB inh: 6

How did CC(C)c1cc(=O)[nH]c(-n2nc(-c3cccs3)cc2NC(=O)C(C)(C)Oc2ccc(Cl)cc2)n1 do in these assays?
PriA SSB inh: -12

Results for CCN(C(=O)COc1ccc(Br)cc1)C1CCS(=O)(=O)C1 (stereo not given) ?
PriA SSB inh: -9

What do the screens show for `Cc1ccc(C(=O)NN=C2SCC(=O)N2c2cc(C)ccc2C)cc1`?
PriA SSB inh: 3

How did CNC(=S)N1N=C(c2ccc(C)cc2)CC1c1cn(-c2ccccc2)nc1-c1ccc(C)cc1 (stereo not given) do in these assays?
PriA SSB inh: -14

Results for O=C(Cc1cccs1)NCCC(O)c1cc2ccccc2o1 (stereo not given) ?
PriA SSB inh: -9

What do the screens show for `COc1ccc(CC(=O)NC[C@@H](c2cccs2)N(C)C)cc1OC`?
PriA SSB inh: 5

What do the screens show for `Cc1noc(-c2cccnc2N2CC[C@H](NC(=O)Cc3ccsc3)C2)n1`?
PriA SSB inh: -2

What do the screens show for `O=C1CCc2cc([N+](=O)[O-])ccc2N1`?
PriA SSB inh: 20

How did O=C(c1ccc[nH]c1=O)N1CC(c2nc(-c3ccsc3)no2)C1 do in these assays?
PriA SSB inh: -7

What do the screens show for `COc1ccc(C(=O)Nc2ccc(Cn3cnc(C(=O)Nc4ccc(F)cc4F)c3)cc2)c(OC)c1`?
PriA SSB inh: -13

Results for O=C(NCCC1=CCCCC1)C(=O)NCC1CCN(S(=O)(=O)c2cccnc2)CC1 ?
PriA SSB inh: -8

What do the screens show for `CCOc1cc(C(=O)NCC2(c3ccc(F)cc3)CC2)cc(OCC)c1OCC`?
PriA SSB inh: -11

How did COc1ccc(OC)c(-c2cc(C(=O)NCCc3nc(-c4ccco4)cn3C)n(C)n2)c1 do in these assays?
PriA SSB inh: 35*

How did CCC(CC)C(=O)Nc1ccc2c(c1)N(C(=O)c1ccco1)CC2 do in these assays?
PriA SSB inh: -11

How did O=C(Nc1ccccc1[N+](=O)[O-])C1CCN(c2ccc(-c3ccc(F)cc3)nn2)CC1 do in these assays?
PriA SSB inh: -25

Results for O=S(=O)(NCC(c1ccc(F)cc1)N1CCOCC1)c1cccc2ccccc12 (stereo not given) ?
PriA SSB inh: 10

Sorted by molar mass (low to high): part of the list above.
How did CN(N=Cc1cccnc1)C1=NS(=O)(=O)c2ccccc21 do in these assays?
PriA SSB inh: -16

How did O=C(CSc1nc(CC(=O)NC2CC2)cc(=O)[nH]1)Nc1ccc(F)cc1F do in these assays?
PriA SSB inh: 6

How did CNC(=S)N1N=C(c2ccc(C)cc2)CC1c1cn(-c2ccccc2)nc1-c1ccc(C)cc1 (stereo not given) do in these assays?
PriA SSB inh: -14

Following part
What do the screens show for `CN1CCN(S(=O)(=O)c2ccc(NC(=S)NC(=O)/C=C/c3ccc(F)cc3)cc2)CC1`?
PriA SSB inh: 8

What do the screens show for `CCOc1ccccc1C(=O)Nc1ncc(Cc2ccccc2F)s1`?
PriA SSB inh: -21

Results for COc1ccc(C=NOCC(=O)N(Cc2ccc(OC)cc2)c2ccccc2C(=O)O)cc1 ?
PriA SSB inh: -9

How did CCOc1ccc(S(=O)(=O)NCc2cncc(-c3cccs3)c2)cc1F do in these assays?
PriA SSB inh: -9

Results for Cc1cc(OC2CCN(C(=O)Cc3cccs3)CC2)cc(=O)o1 ?
PriA SSB inh: -15

How did Cc1cccc(N2CC(O)(c3ccc(C)cc3C)[N+]3=C2SCCC3)c1 (stereo not given) do in these assays?
PriA SSB inh: -3

How did Cc1cc(=O)n2c(-c3cccc(NC(=O)c4ccc(Cl)cc4Cl)c3)csc2n1 do in these assays?
PriA SSB inh: 5

How did O=C(c1ccc2nsnc2c1)N1CCC(CSc2ccccn2)CC1 do in these assays?
PriA SSB inh: 5

What do the screens show for `Cc1csc(NC(=O)CSc2nc3c(cnn3-c3cccc(Cl)c3)c(=O)[nH]2)n1`?
PriA SSB inh: 11

What do the screens show for `O=C(NCCC(O)c1ccco1)NC1CCCCC1` (stereo not given)?
PriA SSB inh: -9

How did O=C(NCCc1ccoc1)c1cccc(Br)c1 do in these assays?
PriA SSB inh: 3

Results for O=C(Nc1ccc(-c2ccc(N3CCCC3)nn2)cc1)c1csc(-c2ccccc2)n1 ?
PriA SSB inh: -10

What do the screens show for `Cn1c(SCC(N)=O)nnc1-c1cccnc1`?
PriA SSB inh: 1

How did Cc1noc(C)c1CCC(=O)Nc1cnn(CC2CCOCC2)c1 do in these assays?
PriA SSB inh: -15

Results for CCOC(=O)NN=C(C)c1ccc(Oc2ncccn2)cc1 ?
PriA SSB inh: -2

How did NC(=O)c1cc(C2CCCCN2C(=O)Cn2cnc3ccccc32)[nH]n1 (stereo not given) do in these assays?
PriA SSB inh: -5

What do the screens show for `COc1ccc(NS(=O)(=O)c2cccc3cccnc23)cc1N1CCCC1=O`?
PriA SSB inh: -12

Results for Cc1ccc(CNC(=O)C(=O)NCC2CCN(C(C)C)CC2)cc1 ?
PriA SSB inh: -30

What do the screens show for `Cc1ccc(-c2ccc(=O)n(CCCC(=O)Nc3cc(C)cc(C)c3)n2)cc1`?
PriA SSB inh: -2

What do the screens show for `O=C(NCCNS(=O)(=O)c1cccnc1)c1ccc(NC(=O)C2CC2)cc1`?
PriA SSB inh: -14

Results for COc1ccccc1[C@@H](C#N)N(C)C ?
PriA SSB inh: -1

What do the screens show for `CCc1ccccc1NC(=O)COc1ccc(-n2cccn2)nn1`?
PriA SSB inh: -7

How did O=C(NCc1cccs1)c1cc(OCc2ccccc2)no1 do in these assays?
PriA SSB inh: -9

How did CS(=O)(=O)c1ccc2nc(N3CCN(C(=O)c4cc(Cl)sc4Cl)CC3)sc2c1 do in these assays?
PriA SSB inh: -17

How did COc1cc(C2C(C#N)=C(SCc3ccccc3)NC3=C2C(=O)CCC3)ccc1O (stereo not given) do in these assays?
PriA SSB inh: 15

Results for O=C1CC(c2nc3ccccc3n2CCc2ccccc2)CN1c1ccccc1Br (stereo not given) ?
PriA SSB inh: 0&2

Results for Cn1cc([C@@H](O)CNC(=O)CSCc2ccccc2)c2ccccc21 ?
PriA SSB inh: 6

How did Cc1ccc(C(C)C)c(OC[C@@H](O)CN2CCc3ccccc3C2)c1 do in these assays?
PriA SSB inh: 4

Results for CCOC(=O)c1c(NC(=O)CSc2nc3[nH]ncc3c(=O)n2-c2ccccc2)sc(C)c1C ?
PriA SSB inh: -11&-7

Results for O=C(Oc1nsnc1N1CCCCC1)N(c1ccccc1)c1ccccc1 ?
PriA SSB inh: -22

How did CC(=NNC(=O)c1nnn(-c2nonc2N)c1-c1ccc2c(c1)OCO2)c1ccc(C)cc1 do in these assays?
PriA SSB inh: 0

Results for CCN(CC)CCCN1C(=O)C(=O)C(=C(O)c2ccc3c(c2)OCCO3)C1c1ccco1 (stereo not given) ?
PriA SSB inh: -12

Results for CCOC(=O)c1cnn2ccc(NC(=O)[C@@H]3CC=CCC3)cc12 ?
PriA SSB inh: -4

How did Nc1nonc1-n1nnc(C(=O)NN=Cc2ccco2)c1-c1ccccc1 do in these assays?
PriA SSB inh: -7

What do the screens show for `Cc1cc(OC2CCN(C(=O)COc3ccc(Cl)cc3)CC2)cc(=O)n1C`?
PriA SSB inh: 2

Results for O=C(Cn1nc(C2CC2)n(-c2ccccc2)c1=O)NCc1ccc2c(c1)OCO2 ?
PriA SSB inh: -6

What do the screens show for `COc1ccc(N2CCN(C(=O)C3CC(=O)N(c4ccccc4)C3)CC2)nn1` (stereo not given)?
PriA SSB inh: -7&7

How did CC(=O)Nc1cccc(NC(=O)Nc2c[nH]c3ccccc23)c1 do in these assays?
PriA SSB inh: 22

How did N#CCN1CCC(COCc2ccc(Cl)cc2)CC1 do in these assays?
PriA SSB inh: -2

How did CC(=O)Nc1ccc(S(=O)(=O)N2CCN(c3cc(-n4cccc4)ncn3)CC2)cc1 do in these assays?
PriA SSB inh: 8

How did C=CCOC(=O)COc1ccc2c(c1)O/C(=C\c1ccc(C)o1)C2=O do in these assays?
PriA SSB inh: -9

Results for Cc1nn(C)c(C(=O)NN=Cc2cccc3ccccc23)c1Cl ?
PriA SSB inh: -10

How did CCN1CCN(C(=O)N2CCCC(Cc3nc(-c4ccccc4C)no3)C2)C(=O)C1=O (stereo not given) do in these assays?
PriA SSB inh: -14

How did COc1ccc(CNC(=O)NCc2cncc(-c3cccs3)c2)cc1OC do in these assays?
PriA SSB inh: 1

What do the screens show for `CC(=NNC(=O)c1nnn(-c2nonc2N)c1-c1ccccc1)c1ccncc1`?
PriA SSB inh: -12

What do the screens show for `O=C(C[n+]1ccccc1)NN=Cc1cccc(Cl)c1Cl`?
PriA SSB inh: 5

How did COC(=O)c1ccc(NC(=O)Cc2cc(=O)[nH]c(SCc3cccc(OC)c3)n2)cc1 do in these assays?
PriA SSB inh: -1

How did CC(NC(=O)c1coc(NC(=O)C2CCC2)n1)c1ccccc1 (stereo not given) do in these assays?
PriA SSB inh: 11

What do the screens show for `Cc1cc(CNC(=O)C2CC=CCC2)c(C)o1` (stereo not given)?
PriA SSB inh: 19

Results for Cc1nc2sc(C)c(C)n2c(=O)c1NC(=O)c1ccc(-c2ccccc2)cc1 ?
PriA SSB inh: 6

How did Cc1ccc(NC(=O)C(=O)NCC(O)c2sccc2C)cc1F (stereo not given) do in these assays?
PriA SSB inh: -12

What do the screens show for `Cc1ccccc1N=Nc1ccc(NC(=O)c2sc3ccccc3c2Cl)c(C)c1`?
PriA SSB inh: -2

What do the screens show for `CS(=O)(=O)N1CCC(CNC(=O)c2cc(=O)c3ccccc3o2)CC1`?
PriA SSB inh: -3

What do the screens show for `CSCC(C)(O)CNC(=O)c1cccc2ccccc12` (stereo not given)?
PriA SSB inh: -1

How did CCOC(=O)c1c(NC(=O)Cn2c(-n3nc(C)cc3C)nc(CC)cc2=O)sc2c1CCC2 do in these assays?
PriA SSB inh: -20

Looked up by compound from above, seven records:
What do the screens show for `CS(=O)(=O)N1CCC(CNC(=O)c2cc(=O)c3ccccc3o2)CC1`?
PriA SSB inh: -3

What do the screens show for `Cc1ccccc1N=Nc1ccc(NC(=O)c2sc3ccccc3c2Cl)c(C)c1`?
PriA SSB inh: -2

What do the screens show for `CSCC(C)(O)CNC(=O)c1cccc2ccccc12` (stereo not given)?
PriA SSB inh: -1

How did CCOC(=O)c1c(NC(=O)Cn2c(-n3nc(C)cc3C)nc(CC)cc2=O)sc2c1CCC2 do in these assays?
PriA SSB inh: -20

How did Cc1ccc(NC(=O)C(=O)NCC(O)c2sccc2C)cc1F (stereo not given) do in these assays?
PriA SSB inh: -12

How did COC(=O)c1ccc(NC(=O)Cc2cc(=O)[nH]c(SCc3cccc(OC)c3)n2)cc1 do in these assays?
PriA SSB inh: -1

How did CC(NC(=O)c1coc(NC(=O)C2CCC2)n1)c1ccccc1 (stereo not given) do in these assays?
PriA SSB inh: 11
